Assay outcomes from PubChem BioAssay.
TDP43 rescue – rescues yeast growth from TDP-43 toxicity; 1.8% of 410,000 active; Potency, µM (doses to about 46.1 µM), for the others: at the top dose growth rescue (activation), actives largely listed as activators; TDP-43 expressing yeast growth rescue, BacTiter-Glo, 24 h; further: % of control where 0% means no effect; nearly all actives have a fitted effect of over 50% in size
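Yeast cells expressing TDP-43 under galactose induction are exposed to compounds for 24 hr at 30 deg C. BacTiter-Glo luminescence measures growth, so protective compounds score as activators.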
HT1080 IDH1KD tx – kills HT-1080 cells with IDH1 knockdown; HT-1080 IDH1 knockdown viability, ATP luminescence, 48 h; Potency, µM (doses to about 46.1 µM), for the others: at the top dose activity, negative = toxicity, most hits filed as cytotoxic; 2% of 360,000 active; AID 686971;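 further: 0% = DMSO wells and -100% = cell-free medium wells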
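In this qHTS, HT-1080 cells depleted of IDH1 are exposed for 48 h at 37 °C to compound titrations. Toxicity is scored from CellTiter-Glo luminescence, with DMSO as full viability and medium alone as none.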
GLP-1R inv ag – GLP-1 receptor (human) inverse agonism. P43220. HEK293 GLP-1R CRE-luciferase, luminescence, 24 h; GLP-1R form is constitutively active. Potency, µM (titrated, usually from 38.3 µM), without a hit: at the highest dose activity change, negative = inhibition, hits mostly inhibitors. 1.6% of 410,000 active; further: on the % scale 0 is the no-effect control and ±100 the full control effect; nearly all actives have a fitted effect of over 55% in size
Target sequence (P43220 whole entry, looked up): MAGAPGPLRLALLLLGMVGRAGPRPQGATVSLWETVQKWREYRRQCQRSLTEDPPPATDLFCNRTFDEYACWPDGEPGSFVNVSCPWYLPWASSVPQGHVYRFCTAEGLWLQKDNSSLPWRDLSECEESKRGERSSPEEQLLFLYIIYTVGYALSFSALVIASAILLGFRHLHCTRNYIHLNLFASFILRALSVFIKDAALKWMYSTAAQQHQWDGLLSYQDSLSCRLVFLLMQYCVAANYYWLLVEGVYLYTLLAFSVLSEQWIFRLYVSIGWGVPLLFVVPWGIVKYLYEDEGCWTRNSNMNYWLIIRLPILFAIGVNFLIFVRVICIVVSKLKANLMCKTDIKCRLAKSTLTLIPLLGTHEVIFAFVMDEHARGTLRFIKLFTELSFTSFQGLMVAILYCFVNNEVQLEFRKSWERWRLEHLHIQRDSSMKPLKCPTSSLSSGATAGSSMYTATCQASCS
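Stable HEK293 clone (constitutively active GLP-1R + cAMP-response luciferase); 200 cells/uL plated, 12 h pre-culture, compound 24 hr, 37 deg C/5% CO2; detection reagent 12 min RT; luminescence.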
GLP-1R agonist – activates the human GLP-1 receptor; AID 624172; 0.007% of 380,000 active; HEK293 GLP-1R CRE-luciferase, luminescence, 4-6 h; cells express a hypersensitive GLP-1R form; Potency, µM (highest dose often 45.6 µM), without a hit: top-dose activation, most hits filed as activators; P43220; further: % of control where 0% means no effect
KB-3-1 tox – KB-3-1 parental cell cytotoxicity; KB-3-1 viability, CellTiter-Glo ATP luminescence, 72 h; Potency, µM (titrated, usually from 46.1 µM), without a hit: top-dose activity change, negative = cytotoxic, usual class: cytotoxic; 1.4% of 400,000 active; further: on the % scale 0 is the no-effect control and ±100 the full control effect; nearly all actives have a fitted effect of over 60% in size
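Cells are dispensed, compounds pinned in, plates held at 37 °C for 72 h, then CellTiter-Glo is added and luminescence read after 10 minutes. Cell line: parental KB-3-1 in phenol-red-free DMEM, 10% FBS.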
GLP1R cytotox – cytotoxicity in counter-screen for GLP-1R inverse agonists; HEK293 cAMP-luciferase reporter cells, luminescence, 24 h; Potency, µM (series often up to 38.3 µM), for inactives: top-dose activity change, negative = inhibition, hits mostly inhibitors; 0.13% of 410,000 active;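 further: loss of luciferase light is scored as toxicity; on the % scale 0 is the no-effect control and ±100 the full control effect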
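Step one: seed cells (200 cells/uL, DMEM with 10% Nu serum, 1% pen-strep). Step two: 12-hour incubation at 37 deg C. Step three: pin 23 nL compound, incubate 24 hr. Step four: add luciferase reagent, read luminescence 12 min later.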
KB-V1 MDR tox – kills drug-selected multidrug resistant KB-V1 cells; KB-V1 MDR cells viability, CellTiter-Glo, 72 h; Potency, µM (doses to about 46.1 µM), for inactives: top-dose activity change, negative = cytotoxicity, usual class: cytotoxic; 3.4% of 400,000 active; further: on the % scale 0 is the no-effect control and ±100 the full control effect; nearly all actives have a fitted effect of over 60% in size
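qHTS viability screen in drug-selected KB-V1 MDR cells: 72 h compound treatment at 37 degrees C, ATP luminescence end point.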
SW480 rerep – DNA re-replication induction in SW480 cells; Potency, µM (top dose mostly 46.1 µM), without a hit: at the top dose re-replication activation, actives largely listed as activators; AID 624297; SW480 DNA re-replication, Hoechst DNA content imaging, 48 h; 1.8% of 340,000 active; further: % of control where 0% means no effect; nearly all actives have a fitted effect of over 55% in size
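Cells (250 per well) received 23 nL compound or DMSO by pin tool and were kept 48 hr at 37 C, 5% CO2. Nuclei were then stained with Hoechst for 40 min and scanned for DNA content.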
HT1080NT lethal – kills 2HG-producing HT-1080-NT fibrosarcoma cells; 1.6% of 360,000 active; Potency, µM (doses to about 46.1 µM), for the others: at the top dose activity, negative = less viability, most hits filed as cytotoxic; AID 686970; HT-1080-NT fibrosarcoma viability, CellTiter-Glo ATP luminescence, 48 h;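 further: NT is the 2HG producing partner of a matched IDH1 knockdown line; 0% = DMSO-treated cells and -100% = media-only wells without cells; nearly all actives have a fitted effect of over 55% in size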
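Toxicity toward the 2HG-producing NT line was scored as %Activity, normalised to DMSO and no-cell wells, from CellTiter-Glo luminescence after 48 hours' treatment.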
An asterisk follows results filed as active; ? = inconclusive; nt = not tested or not shown; & = joins results of further samples; [ ] = another dose, or the depositor's remark. The call rests on the fitted dose curve; in most records, active means well fitted curve in the direction sought with a large enough effect; inconclusive means small, poorly fitted or top-dose-only effect, or another doubt; inactive means no such curve, though single readings can be large; an effect the other way counts as inactive or inconclusive. Potency means the concentration at half of the fitted maximal effect.

no.	Structure	TDP43 rescue	HT1080 IDH1KD tx	GLP-1R inv ag	GLP-1R agonist	KB-3-1 tox	GLP1R cytotox	KB-V1 MDR tox	SW480 rerep	HT1080NT lethal
1	O=[N+]([O-])c1ccc(N2CCN(CC(O)COc3ccccc3)CC2)cc1 (configuration not stated)	20%	-18%	-34%	-4%	?	-21%	-6%	?	-14%
2	CCOC(=O)C(=CNc1ccc(NC2=NCC(C)S2)cc1)C(=O)OCC (configuration not stated)	5%	7%	71%[activator]	13%	?	?	-84%	1%	13%
3	Cc1cc(C)c(S(=O)(=O)N(C)CC(=O)NCc2ccncc2)c(C)c1	-17%[9.22 µM]	-14%	-15%[7.66 µM]	6%	-6%	2%[7.66 µM]	-32%	58%	0%
4	O=C(Cc1ccc([N+](=O)[O-])cc1)NCC1CCCO1 (configuration not stated)	24%	2%	11%	1%	3%	4%	6%	0%	-2%
5	O=C(/C=C/c1ccccc1Cl)NCCN1CCOCC1	-2%	3%	-7%	23%	-2%	-4%	-8%	-2%	11%
6	CCN(CC(=O)Nc1ccc(S(=O)(=O)N2CCCC2)cc1)CC(=O)Nc1cccc(OC)c1	-8%	-3%	-12%	1%	-7%	5%	26%	-8%	10%
7	CCS(=O)(=O)N1CCC(N2CCC(C)CC2)CC1	0%	1%	-15%	-2%	9%	-2%	9%	-6%	7%
8	CCC(Sc1nc2ccccc2c2nc(-c3ccccc3)nn12)C(=O)Nc1cccc(OC)c1 (configuration not stated)	0%	nt	10%	nt	12%	5%	?	nt	nt
9	O=C(C1CCCN(S(=O)(=O)c2cccc3nonc23)C1)N1CCN(c2ccccc2)CC1 (configuration not stated)	-6%	-14%	17%	1%	-6%	-5%	?	0%	-4%
10	CCc1ccc(Nc2nc(C)cc(C)n2)cc1	?	-7%	-27%	5%	-19%	-1%	11%	-9%	4%
11	O=C(NCc1cccnc1)C1CCCCN1S(=O)(=O)c1ccc(F)cc1 (configuration not stated)	?	-2%	12%	-6%	3%	4%	-29%	-15%	2%
12	CC1(C(=O)NCCc2ccccc2)Cc2c(-c3ccc4c(c3)OCO4)ccnc2O1 (configuration not stated)	21%	?	?	0%	-81%	-28%	-55%	nt	?
13	COc1ccc(NC(=O)C2CCCN(S(=O)(=O)c3c(C)n[nH]c3C)C2)cc1OC (configuration not stated)	11%&-20%	-2%	6%&-3%	7%&0%	3%&-5%	-3%&-1%	0%&-3%	-4%	0%
14	Cc1c(C(=O)NCc2ccccn2)oc2c(Cl)cccc12	24%	0%	1%	3%	-6%	11%	8.2µM*	0%	6%
15	CCS(=O)(=O)N1Cc2ccccc2CC1C(=O)Nc1ccc(NC(C)=O)cc1 (configuration not stated)	5%	7%	0%	-8%	10%	1%	14%	-6%	6%
16	O=C(NNC(=O)c1ccccc1-n1cccc1)c1cccc(Cl)c1	3%	28%	-19%	3%	3%	-10%	0%	-8%	8%
17	COc1ccccc1CC(=O)NNC(=O)c1ccco1	-11%	13%	27%	0%	-1%	10%	-4%	-3%	20%
18	CCCCN(C)C1CCN(C(=S)Nc2cccc(SC)c2)CC1	-4%	-19%	?	21%	6%	-14%	5%	1%	-13%
19	CC1=CC(C)(C)NC(=S)N1c1ccccc1	-20%	11µM*	0%	20%	2%	1%	-10%	4%	11µM*
20	CCC1=C2CC[C@H]3C(=O)N(C)C(=O)[C@H]3[C@H]2[C@@]2(Cc3ccccc3)C(=NCCOC)OC(=O)N2C1=O	3%	9%	11%	2%	4%	2%	17%	-31%[inhibitor]	7%
21	CN(C)c1ccnc(Oc2ccc(F)cc2)c1C#N	11%	1%	57%[activator]	7%	8%	7%	3%	-14%	0%
22	O=C(NCc1ccccc1)C(c1ccncc1)n1c(=O)c(-c2ccccc2)nc2ccccc21 (configuration not stated)	8%	-12%	19%	nt	15%	5%	-20%	nt	-3%
23	Cc1ccc(-c2cnc(C(O)c3cc(F)cc(Cl)c3)[nH]2)cc1 (configuration not stated)	22%	?	?	1%	-8%	-2%	-18%	nt	?
24	Cc1cc(=O)n2[nH]cnc2n1	-14%	9%	19%	-1%	23%	2%	8%	nt	5%
25	Cc1cc(C(F)(F)F)n(-c2nc(C(=O)Nc3cccnc3)cs2)n1	22µM*	3%	-5%[7.66 µM]	4%	19%	-9%[7.66 µM]	-22%	-1%	23%

Just KB-3-1 tox, TDP43 rescue and SW480 rerep (two entries from above):
entry	SMILES	KB-3-1 tox	TDP43 rescue	SW480 rerep
11	O=C(NCc1cccnc1)C1CCCCN1S(=O)(=O)c1ccc(F)cc1 (configuration not stated)	3%	?	-15%
12	CC1(C(=O)NCCc2ccccc2)Cc2c(-c3ccc4c(c3)OCO4)ccnc2O1 (configuration not stated)	-81%	21%	nt

Carrying on.
no.	Structure	TDP43 rescue	HT1080 IDH1KD tx	GLP-1R inv ag	GLP-1R agonist	KB-3-1 tox	GLP1R cytotox	KB-V1 MDR tox	SW480 rerep	HT1080NT lethal
26	O=C(Nc1cccnc1)c1ccc(NS(=O)(=O)c2cccc([N+](=O)[O-])c2)cc1	1%	5%	11%	8%	19%	-6%	19%	-11%	-3%
27	Cc1cc(C)c(NC(=O)CSCc2c(C)noc2C)c(Cl)c1	12%	2%	-26%	-3%	3%	2%	?	1%	-11%
28	CCOC(=O)c1sc(NC(=O)CCCCl)nc1C	11%	21%	20%	0%	10%	-16%	2%	-15%	17%
29	Cc1cc(F)ccc1NCc1ccccc1[N+](=O)[O-]	27%	0%	-96%	11%	-2%	-2%	-10%	-11%	-11%
30	O=C(CSc1nnc(NC(=O)c2c(F)cccc2F)s1)NC1CCCC1	-14%	14%	10%	1%	?	9%	12%	-12%	15%
31	COc1ccc(S(=O)(=O)NCC2CCC(C(=O)O)CC2)cc1 (configuration not stated)	18%	6%	14%	0%	-2%	-1%	0%	26%	17%
32	CCOC(=O)Cc1csc(NC(=O)c2cccc([N+](=O)[O-])c2)n1	2%	1%	3%	9%	8%	-5%	-6%	3%	0%
33	Cc1nc2cc(NC(=O)Nc3cccc4ccccc34)ccc2n1C	7%	3%	-2%	0%	18%	5%	2%	-6%	6%
34	O=S(=O)(c1ccc(Cl)nc1)N(Cc1ccccc1)Cc1ccccc1	?	1%	?	6%	-27%	24%	18µM*	-44%[inhibitor]	8%
35	Cc1ccc(S(=O)(=O)N2CCN(C(=O)Cc3ccccc3)CC2)cc1C	22%	1%	?	-2%	-6%	0%	-18%	-25%	-1%[9.24 µM]
36	CCOc1ccc(CCNC(=O)CSc2nnnn2-c2ccccc2Cl)cc1OCC	15%	nt	1%	-9%	8%	3%	?	nt	nt
37	CCOC(=O)C1C(=O)CC(C)(O)C(C(=O)OCC)C1c1cccc(OC)c1 (configuration not stated)	-12%	14%[9.24 µM]	11%	-1%	1%	-20%	-5%	5%	?
38	COc1cc2[nH]c(=O)n(Cc3ccc(C(=O)NCCCN4CCN(C)CC4)cc3)c(=O)c2cc1OC	19%	9%	-4%	-8%	15%	-1%	9%	-6%	7%
39	O=C(O)CCCNC(=O)c1ccccn1	-16%	-1%	17%	6%	-1%	0%	-13%	?	-3%
40	Cc1ccc(-c2[nH]c(=O)n3ccncc23)s1	-15%	-2%	26%	2%	11%	18%	0%	5%	1%
41	COc1ccc(C2=NCCn3nc4cc([N+](=O)[O-])ccc4c32)cc1	14%	1%	4%	2%	1%	-3%	1%	-8%	-19%
42	COc1ccc(C(=O)/C=C(\C)Nc2ccc(NC(C)=O)cc2)cc1	-20%	3%	-14%	3%	-5%	-5%	-11%	-17%	0%
43	CSCCC(NS(=O)(=O)c1ccc(C)cc1)C(=O)N1CCN(S(=O)(=O)c2ccc(F)cc2)CC1 (configuration not stated)	0%	3%	4%	-11%	-4%	9%	-10%	-4%	2%
44	CCc1ccc(NC(=O)CSCCO)cc1	-2%	0%	0%	-8%	0%	14%	0%	-140%[inhibitor]	7%
45	COc1ccc(C)cc1Nc1nc(-c2c[nH]c3ccccc23)cs1	14%	?	31%[activator]	-1%	3%	-1%	0%	?	?
46	CNC(=O)C1CN(C(=O)c2cccc(S(=O)(=O)N3c4ccccc4CC3C)c2)c2ccccc2O1 (configuration not stated)	-3%	-7%	-22%	1%	-1%	-24%	15%	?	-2%
47	CS(=O)(=O)N(CC(=O)Nc1cccnc1)c1ccc2c(c1)OCO2	-16%	0%	29%	-10%	2%	0%	4%	-16%	5%
48	COc1ccc(S(=O)(=O)N2CCOCC2)cc1NC(=O)COC(=O)CCOc1ccc(C)cc1	27%	4%	9%	-3%	3%	-4%	-14%	0%	11%
49	COC(=O)c1ccccc1NC(=O)c1ccccc1OC	18%	-3%	-23%	-5%	-4%	-4%	-15%	-2%	-6%
50	O=C(NCCCCNC(=O)c1cccnc1Cl)c1cccnc1Cl	5%	6%	8%	-5%	4%	0%	-2%	?	1%

Carrying on:
no.	Structure	TDP43 rescue	HT1080 IDH1KD tx	GLP-1R inv ag	GLP-1R agonist	KB-3-1 tox	GLP1R cytotox	KB-V1 MDR tox	SW480 rerep	HT1080NT lethal
51	O=S(=O)(c1cnccc1N1CCN(CCO)CC1)N1CCCC1	6%	-4%	10%	-4%	4%	9%	18%	nt	0%
52	O=C(NCc1ccccc1)c1ccc2oc(=O)n(Cc3ccccc3)c2c1	22µM*	nt	?	nt	-8%	-7%	-27%	nt	nt
53	CC(C)CNC(=S)N(CCN(C)C)Cc1cc2cc3c(cc2[nH]c1=O)OCO3	-27%	-7%	15%	-2%	-10%	1%	7%	6%	-1%
54	Cc1ccc(S(=O)(=O)N2CCCOC2CNC(=O)C(=O)NCc2cccs2)cc1 (configuration not stated)	4%	0%	14%	0%	-3%	-18%	9.2µM*	?	-3%
55	CC(=NOC(=O)c1ccc(I)cc1)c1nccs1	6%	13%	19%	-1%	0%	2%	14%	nt	12%
56	CCOC(=O)c1sc2nc(CSc3ccccc3)nc(N3CCC(C(N)=O)CC3)c2c1C	?	23µM*	?	7%	-23%	14%	?	0%	?
57	COc1ccccc1N1CCN(C(=O)CN2C(=O)COc3ccc(S(=O)(=O)N4CCCC4)cc32)CC1	-1%	nt	2%	-4%	17%	4%	?	nt	nt
